Cardio protect = modulators protecting cardiomyocytes from myocardial damage; H9c2 cardiomyocytes, H2O2 injury protection, ATPLite, 2 h; protection from H2O2 cell death, % at 20 µM; 360,000 compounds, 0.63% hits; AID 588492;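 active = compounds giving at least 50% protection of heart cells from peroxide-induced death in the single-dose screen, raw or plate-pattern-corrected value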;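 note: 0% = DMSO wells with peroxide and 100% = DMSO wells without peroxide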
TRPM1 prom inh = inhibitors of MITF-driven TRPM1 promoter in melanoma cells; SK-MEL-5 TRPM1 promoter luciferase, 24 h; inhibition, % at 12.5 µM; 330,000 compounds, 0.83% hits; AID 488899;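 active = mean inhibition across replicates of 60% or more, whatever share of single replicates reaches that level; inconclusive = some that reach 60%, reason not given; inactive = mean inhibition across replicates below 60%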; note: values of inactives mirror those of a sister screen read the other way
PDI turbidity = PDI (human) enzyme inhibition. 350,000 compounds, 0.052% hits. PDI insulin aggregation turbidity, A650, 90 min. AID 588391. inhibition, % at 10 µM;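 active = mean inhibition across replicates of 30% or more, whatever share of single replicates reach that level; inconclusive = mean inhibition below 30% while every single replicate reaches 30%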;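 note: absorbance from insulin aggregation driven by PDI reduction with DTT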
Target sequence (P07237 whole entry, looked up): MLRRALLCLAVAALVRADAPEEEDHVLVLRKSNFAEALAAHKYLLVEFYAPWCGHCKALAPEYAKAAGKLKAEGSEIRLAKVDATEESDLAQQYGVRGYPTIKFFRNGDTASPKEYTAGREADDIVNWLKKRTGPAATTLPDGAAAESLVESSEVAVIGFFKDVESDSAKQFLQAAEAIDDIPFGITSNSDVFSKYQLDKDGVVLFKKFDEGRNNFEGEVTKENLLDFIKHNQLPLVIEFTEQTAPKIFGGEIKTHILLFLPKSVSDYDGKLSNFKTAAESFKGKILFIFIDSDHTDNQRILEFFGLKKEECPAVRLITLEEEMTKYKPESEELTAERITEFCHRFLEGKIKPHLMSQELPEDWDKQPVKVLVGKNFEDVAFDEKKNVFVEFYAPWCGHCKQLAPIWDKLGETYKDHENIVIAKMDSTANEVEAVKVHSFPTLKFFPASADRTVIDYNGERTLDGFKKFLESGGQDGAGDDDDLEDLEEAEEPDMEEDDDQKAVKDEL
HIF-2a block = blocks HIF-2a reporter activity; 786-0 RCC cells HIF-2a reporter, luciferase luminescence, overnight; inhibition, % at 18.8 µM; 360,000 compounds, 0.72% hits;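 active = inhibition of the luminescence signal of 40% or more relative to plate controls, in a single-dose primary screen at 18.75 µM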
NR2E3 ag-1 = activates human photoreceptor nuclear receptor NR2E3; Q9Y5X4; GST-NR2E3/biotin-RetCOR TR-FRET, 1536-well; inhibition of corepressor binding, % at 4.78 µM; 320,000 compounds, 0.12% hits; AID 2300;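 active = percent inhibition above the cutoff of mean plus 3 SD of all tested compounds, set per screening campaign, cut at about 20% in these data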;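 note: 0% = DMSO wells and 100% = biotin wells as full block of FRET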
Target sequence (Q9Y5X4 whole entry, looked up): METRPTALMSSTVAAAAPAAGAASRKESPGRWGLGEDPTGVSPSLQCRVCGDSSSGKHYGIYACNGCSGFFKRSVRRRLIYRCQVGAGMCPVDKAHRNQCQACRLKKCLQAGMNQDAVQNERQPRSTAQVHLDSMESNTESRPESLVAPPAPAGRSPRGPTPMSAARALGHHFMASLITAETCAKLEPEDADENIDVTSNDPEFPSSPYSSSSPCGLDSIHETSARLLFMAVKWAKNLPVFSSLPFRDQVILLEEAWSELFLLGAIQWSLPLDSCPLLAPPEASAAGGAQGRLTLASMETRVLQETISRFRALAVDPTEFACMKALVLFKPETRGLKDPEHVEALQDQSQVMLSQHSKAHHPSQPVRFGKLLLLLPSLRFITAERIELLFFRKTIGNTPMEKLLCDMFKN
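Material – GST-tagged NR2E3 plus biotinylated RetCOR corepressor · Quantity – NR2E3 fusion 1.35 nM · Times – 5 h incubation at 4 °C · Medium – pH 7.5 Tris-based buffer · Technique – TR-FRET, Eu(K)-anti-GST donor, streptavidin-D2 acceptor, ex 340, em 617/671 nm · Benchmarks – high control biotin, low control 0.6% DMSO · Format – 1536-well plates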
Peg3 prom inh = inhibitors of Peg3 promoter | 360,000 compounds, 1.7% hits | HeLa PEG-Prom luciferase reporter, luminescence, overnight | inhibition, % at 20 µM;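 active = inhibition of at least 50% at 20 µM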
NR2E3 ag-2 = activates human NR2E3 receptor; Q9Y5X4; CHO-S Gal4-NCOR/VP16-NR2E3 two-hybrid, luciferase; inhibition of corepressor binding, % at 3.98 µM; 360,000 compounds, 0.35% hits; AID 602229;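 active = inhibition above the mean of all tested compounds plus 3 SD, cut at about 70% in these data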;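 note: 0% = DMSO with NR2E3 transfected cells and 100% = cells lacking NR2E3 construct; higher means lower luciferase signal from less NR2E3 corepressor binding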
CaV13 FRET inh = Disruptors of the CACNA1D IQ motif to Ca2+-dependent inactivation inhibitor domain association, primary screening, Förster resonance energy transfer in intact living …; 340,000 compounds, 0.098% hits; HEK cells, CFP/YFP FRET ICDI-IQ, plate reader, 10 min; percent FRET-ratio fall versus neutral wells; inhibition, % at 12.3 µM;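 active = mean replicate inhibition of at least 30% and at least 1% of replicates passing that level; inconclusive = only one of the two criteria is met; inactive = neither criterion is met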;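 note: 0% = median of the neutral control wells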
hiPSC survival = enhancers of human iPSC single-cell survival; survival enhancement, % at 20 µM; hiPSC single-cell survival, ATPlite luminescence; 100% = ROCK inhibitor wells, 0% = DMSO; 360,000 compounds, 0.044% hits; AID 602274; in the data active = survival enhancement above about 18%;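 note: cells exposed to compounds for 16 hours before the ATP read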
m5-HT2A agonist = activates the mouse 5-HT2A serotonin receptor; P35363; CHO-K1 mHTR2A beta-arrestin complementation, luminescence; percent of 30 µM serotonin response; activation, % at 7.6 µM; 360,000 compounds, 0.66% hits; AID 624169;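 active = activation above a run cutoff, the mean activation of all tested compounds plus 3 SD, cut at about 14% in these data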;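 note: 0% = plate median of compound wells and 100% = 30 µM serotonin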
Shn3 3UTR inh = reduces Shn3 3'UTR luciferase signal in osteoblasts. 360,000 compounds, 0.52% hits. AID 588674. inhibition, % at 12.5 µM. Clone20 osteoblast Shn3 3'UTR firefly luciferase, 24 h;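 active = mean inhibition of at least 75% with every replicate also reaching 75%; inconclusive = mean inhibition at least 75% but some replicate below; inactive = mean inhibition below 75%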;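 note: 0% = median of neutral control wells and 100% = pilot-screen positive control compound; some compounds past the cut are filed as inactive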
Numbers without * were called inactive; ? = inconclusive; . = not tested or not shown. Rows were taken by chance. Share with any hit: about 3.9%.

canonical_smiles	Cardio protect	TRPM1 prom inh	PDI turbidity	HIF-2a block	NR2E3 ag-1	Peg3 prom inh	NR2E3 ag-2	CaV13 FRET inh	hiPSC survival	m5-HT2A agonist	Shn3 3UTR inh
COc1ccc(NC(=S)NCCc2c[nH]c3ccccc23)cc1	-2.7	-11.6	17.2	-35.0	3.6	-26.1	2.3	-1.8	-0.9	-3.4	-28.0
CC(=O)Nc1cc(C(=O)O)ccc1S(=O)(=O)c1ccc(Cl)cc1	-3.2	1.7	-1.0	-1.2	1.0	3.8	7.3	-9.9	-5.4	3.7	2.6
COc1cccc(NC(=O)Cc2nnc(SCC(=O)c3ccccc3)n2C)c1	-1.1	5.1	2.6	18.2	.	11.6	8.4	1.0	-2.3	-0.5	0.7
CCc1ccc(N2CC(C(=O)OCc3nc4ccsc4c(=O)[nH]3)CC2=O)cc1 (stereo unspecified)	12.3	-2.6	4.2	-4.8	4.7	3.8	-16.8	-8.2	-1.0	-4.5	10.0
COc1ccc(C2NC(=O)C(=O)/C2=C(\O)c2ccc(Cl)cc2)cc1OC (stereo unspecified)	-1.5	-6.7	-7.4	-30.0	2.6	1.1	-0.9	-2.9	0.5	-1.0	0.3
Cc1ccc(C(=O)Oc2cccc(NC(=O)c3ccccc3)c2)cc1C	-10.6	8.0	-4.7	-100.2	3.7	-76.5	-14.0	-2.4	-0.5	-4.2	-5.5
CC(C)c1ccc(NC2CCCN(C(=O)CC3CCCC3)C2)cc1 (stereo unspecified)	-10.7	-0.8	0.0	-32.3	-4.1	-12.4	3.2	-3.0	0.6	-1.0	20.1
Cc1cc(Cl)ccc1C(=O)C1CCCN(C(=O)c2n[nH]c3c2CCCC3)C1 (stereo unspecified)	-8.9	-6.2	7.5	-0.7	-3.0	9.4	-20.6	-4.2	-1.4	1.4	12.8
CN(C(=O)c1ccccc1F)C(c1ccccc1)c1ccccc1	-8.2	6.4	7.1	-7.8	1.2	12.4	-10.5	-3.6	-0.5	-1.4	-0.4
C=CCOc1cccc(/C=C/c2nc3ccccc3c(=O)[nH]2)c1	0.5	-71.2	-4.2	-250.2	4.1	-284.0	-140.1	-19.2	-0.8	-1.0	-69.9

The listing continues:
canonical_smiles	Cardio protect	TRPM1 prom inh	PDI turbidity	HIF-2a block	NR2E3 ag-1	Peg3 prom inh	NR2E3 ag-2	CaV13 FRET inh	hiPSC survival	m5-HT2A agonist	Shn3 3UTR inh
Cc1cccc(C)c1Cn1c(C)c(C(=O)NCc2ccccc2C(F)(F)F)sc1=O	-5.6	.	-3.6	1.6	.	7.8	12.0	27.8	0.4	-3.2	-1.0
CCOC(=O)N1CCN(C(=O)CSc2nc3nc(C)cc(C)n3n2)CC1	0.1	-2.9	0.6	14.3	.	13.9	-45.2	-6.1	3.4	3.2	-14.2
CSCCC(NC(=O)c1ccccc1)C(=O)NCc1ccc(S(N)(=O)=O)cc1 (stereo unspecified)	3.8	-7.0	3.8	9.9	2.1	2.3	-15.3	-16.8	-0.1	3.6	-4.3
COc1ccc(S(=O)(=O)Nc2ccc(C)cn2)cc1	0.6	-2.6	-3.8	7.5	-2.7	10.3	10.4	-2.1	-0.1	-2.3	-7.0
COc1ccc(CC(=O)OCC(=O)Nc2ccc(OC(F)F)cc2)cc1OC	-5.6	1.8	5.7	3.9	3.9	-12.2	-19.1	-2.2	0.1	1.1	-0.8
CCC(=O)Nc1ccc(-c2csc(NNC(C)=O)n2)cc1	5.5	-7.8	-17.2	9.3	-1.1	9.0	-2.7	3.5	-1.1	7.5	14.0
CCCOP(=O)(OCCC)C(Nc1ccc(C(=O)O)cc1)c1ccccc1 (stereo unspecified)	3.9	.	0.1	6.7	2.8	10.7	17.3	-1.6	0.5	0.1	-0.5
N#C/C(C(N)=O)=C1/SC(Cc2ccc(F)cc2)C(=O)N1c1ccccc1 (stereo unspecified)	-2.7	3.2	14.6	-5.3	2.5	-2.8	-21.5	-1.8	-0.2	-1.6	5.7
COc1cccc(-c2ccc3c(c2)O[C@@H](CN(C)C(=O)C2CCOCC2)[C@H](C)CN([C@H](C)CO)S3(=O)=O)c1	9.8	.	3.9	7.9	.	-1.8	-10.3	-2.7	-0.1	-3.2	-2.5
O=C1CCCC/C=C\C[C@H](CC(=O)N(CCO)Cc2ccccc2)C(=O)N[C@@H](Cc2ccccc2)CO1	-1.1	2.5	-5.5	-7.4	.	-16.8	-14.5	?	-0.3	-3.2	6.2

Next part:
canonical_smiles	Cardio protect	TRPM1 prom inh	PDI turbidity	HIF-2a block	NR2E3 ag-1	Peg3 prom inh	NR2E3 ag-2	CaV13 FRET inh	hiPSC survival	m5-HT2A agonist	Shn3 3UTR inh
O=C(CN1CCc2ccccc2C1)Nc1ccccc1C(F)(F)F	5.7	-3.6	-4.3	-13.1	2.8	3.4	6.2	-20.7	-0.4	0.7	23.6
Cc1ccc(N2CC(C(=O)Nc3cccc(F)c3)CC2=O)cc1 (stereo unspecified)	0.8	7.0	-1.9	12.5	2.2	18.2	9.4	-7.1	2.9	3.1	15.8
O=C(Nc1ccccc1Oc1ccccc1)c1cc([N+](=O)[O-])ccc1Cl	-0.6	5.9	0.1	29.4	-2.5	37.1	28.9	-3.2	-1.1	7.9	-40.2
COc1cccc(C(=O)NC(C)c2ccc(Br)cc2)c1 (stereo unspecified)	3.4	-1.6	5.9	15.2	-2.1	13.2	-1.9	-2.8	0.4	-0.9	-2.2
CCOc1ccc(CCNc2nc3c(c(=O)n(C)c(=O)n3C)n2CC)cc1OCC	-17.0	18.5	11.6	6.1	-1.8	4.5	6.9	-4.9	0.8	1.2	68.1
O=[N+]([O-])c1ccc(-c2nnc(CNC3CCCC3)o2)cc1	-2.4	-1.5	-3.6	-38.0	-1.4	-25.6	-46.7	-6.0	0.6	0.7	0.2
COc1cc(C2C(C#N)=C(N)N(Nc3ccccc3)C3=C2C(=O)CC(C)(C)C3)ccc1OCc1ccccc1 (stereo unspecified)	-9.9	5.8	-2.7	9.1	0.6	35.1	-21.4	.	3.4	-5.9	27.9
CS(=O)(=O)N(CC(=O)NCc1ccncc1)c1ccc(F)c(Cl)c1	-2.1	9.0	-4.1	10.3	-2.3	5.3	-8.8	16.9	2.5	4.5	16.2
Cc1ccc2ccc3cccc4ccc1c2c34	0.6	-15.7	.	-14.9	1.7	-2.6	2.5	.	1.8	-1.6	-17.9
CCN(CC)C(=O)Cn1nc(-c2ccc(Cl)cc2)c2ccccc2c1=O	5.0	-12.7	-0.1	6.5	0.0	14.6	-2.5	-17.2	-0.3	-6.7	-5.0

Carrying on.
canonical_smiles	Cardio protect	TRPM1 prom inh	PDI turbidity	HIF-2a block	NR2E3 ag-1	Peg3 prom inh	NR2E3 ag-2	CaV13 FRET inh	hiPSC survival	m5-HT2A agonist	Shn3 3UTR inh
COc1ccc(C2(CNC(=O)c3ccc(N)cc3)CCCC2)cc1	-4.5	10.8	-11.6	15.3	-0.3	15.7	9.8	-19.5	-0.6	3.6	-6.9
O=S1(=O)CC(N2CCSCC2)CN1Cc1cn(Cc2ccccc2)nn1 (stereo unspecified)	.	.	.	-0.3	.	.	-2.2	-3.9	-0.4	3.0	.
COc1ccc(Cc2nnc(NC(=O)CS(=O)(=O)c3ccc(C)cc3)s2)cc1OC	-4.8	-8.0	6.2	17.2	5.8	25.1	3.1	-2.5	1.0	6.3	-16.3
COc1ccccc1NC(=S)NNC(=O)c1nn(C)cc1Cl	15.1	2.7	6.2	-5.7	-1.0	-6.5	6.1	-4.0	7.6	-0.3	-4.3
COC(=O)c1sccc1NC(=O)Nc1ccc(C)c(C)c1	-4.1	-50.8	-6.0	-220.1	.	-226.1	-117.4	.	-0.5	-3.4	-228.0
COc1ccc(OC)c(NC(=O)NNC(=O)COc2ccc(F)cc2F)c1	-2.6	-2.9	-6.2	6.4	3.6	-3.1	6.4	.	0.2	-2.1	-28.9
O=C1N=C(N2CCCCC2)S/C1=C/C1=Cc2ccccc2OC1	4.6	-19.7	4.1	-58.9	-3.0	-114.5	-18.3	-7.0	0.8	-2.0	2.4
COCCN(C(=O)CSc1nc(-c2ccccc2)cn1N)c1c(N)n(Cc2ccccc2)c(=O)[nH]c1=O	8.7	0.8	3.8	1.3	-1.8	-5.8	-24.2	-2.7	0.2	-3.5	-10.4
Cc1cc(-c2sccc2C)nc(-n2cccc2)n1	-5.5	-1.6	-2.6	-49.2	0.9	-14.7	-26.7	-4.3	1.2	1.0	-21.0
CC(=O)c1ccc(OC(=O)/C=C/c2ccccc2)cc1	-4.0	3.4	2.5	10.2	0.2	2.5	-0.7	-20.2	2.2	-5.9	-1.3

Next part.
canonical_smiles	Cardio protect	TRPM1 prom inh	PDI turbidity	HIF-2a block	NR2E3 ag-1	Peg3 prom inh	NR2E3 ag-2	CaV13 FRET inh	hiPSC survival	m5-HT2A agonist	Shn3 3UTR inh
CCOP(=O)(OCC)/C(=N/OC(=O)c1ccccc1C)C(N)=O	-2.2	13.6	0.5	25.0	1.5	13.5	10.8	-4.3	2.5	2.8	-15.5
C[C@H](CO)N1C[C@H](C)[C@@H](CN(C)Cc2ccccc2)OCCCC[C@H](C)Oc2ccc(N(C)C)cc2C1=O	14.8	.	3.1	-1.0	.	-3.9	-19.8	-5.6	-2.8	-1.8	-2.7
Cc1ccccc1NC(=S)NC12CN3CN(CN(C3)C1)C2	-1.7	-10.2	0.3	7.5	4.6	35.2	4.8	-5.1	0.9	-0.8	4.2
COc1ccc(C(CNC(=O)CNS(=O)(=O)c2ccc(NC(C)=O)cc2)N2CCOCC2)cc1 (stereo unspecified)	-0.3	-7.2	3.7	0.9	-0.9	7.4	5.6	-5.8	0.0	-3.6	-11.7
O=C(O)Cn1cccc1C(=O)c1ccccc1	5.3	21.5	4.4	7.8	3.4	-1.1	-27.8	-8.1	1.4	0.0	-44.0

Screens deposited in PubChem BioAssay by several laboratories.
